High-throughput results from PubChem BioAssay.
GFP derepression = qHTS Assay for Epigenetic Modulators; 68,000 tested, 0.09% active; mouse C127i GFP locus derepression, cytometry, 30 h; Potency, µM (series often up to 46.1 µM), for inactives: at the top dose GFP derepression (activation); further: % of control where 0% means no effect
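Derepression screen: silenced CMV-GFP reporter in murine C127i cells, 30 h compound incubation at 37 C, washed cells imaged by laser-scanning cytometer to enumerate GFP-expressing objects of 20 to 120 um.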
ERK AVP inh = qHTS Assay for Inhibitors of the ERK Signaling Pathway using a Homogeneous Screening Assay; HEK293-V1b, vasopressin-stimulated pERK AlphaScreen; Potency, µM (top dose mostly 57.5 µM), for the others: at the top dose activity, negative = inhibition, hits mostly inhibitors; 72,000 tested, 0.99% active; further: potency means the concentration at half of the fitted maximal effect; on the % scale 0 is the no-effect control and ±100 the full control effect; nearly all actives have a fitted effect of over 55% in size
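Phosphorylated ERK1/2 detected via AlphaScreen bead proximity in lysates of V1b-expressing HEK293 cells given 25 nM vasopressin for 5 min after 30 min compound exposure (37 °C). AC50 from Hill equation; basal DMSO 0%, vasopressin 100%.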
Texas Red fluor = qHTS Assay for Spectroscopic Profiling in Texas Red Spectral Region | Compound fluorescence, Texas Red channel, 547/618 nm; stronger effect = higher value | AID 587, 2007 | 59,000 tested, 0.06% active | max dye-equivalent concentration, M; in the data active means max dye-equivalent concentration above about 10 nM; inconclusive means between about 1.1 nM and that limit
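Compound titrations in 100 mM Tris pH 8.0 were incubated 15 min at room temperature and read at 547 nm excitation / 618 nm emission. Texas Red six-point standard curve on each plate converted fluorescence to dye-equivalent concentration.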
4MU fluor = qHTS Assay for Spectroscopic Profiling in 4-MU Spectral Region; compound autofluorescence, 340/450 nm, 4-MU equivalents; stronger effect = higher value; max dye-equivalent concentration, M; 59,000 tested, 11% active; AID 589, 2007; in the data active means max dye-equivalent concentration above about 10 nM; inconclusive means mostly about 1.1 nM to 9.6 nM
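Compounds in 100 mM Tris, pH 8.0, incubated 15 min at room temperature, then fluorescence read at 340 nm excitation/450 nm emission. Signal converted to 4-MU dye-equivalent concentration using an on-plate six-point 4-MU standard curve.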
UbGFP stabilizer = Ubiquitin-GFP Assay; Ubiquitin-GFP reporter cells, proteasome inhibition, GFP fluorescence; response scale: untreated = 0%, 10 µM MG-132 = 100%; Potency, µM (titrated, usually from 45.9 µM), for the others: top-dose activation (GFP accumulation), actives largely listed as activators; 67,000 tested, under 10 active; AID 526, 2006; active means well fitted activation curve with a large enough effect, not every such curve was filed as active; inconclusive means small, poorly fitted or top-dose-only effect, or another doubt; inactive means no such curve, though single readings can be large or run the other way; further: potency means the concentration at half of the fitted maximal effect
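Proteasome blockade was scored as a rise in GFP-expressing U2OS cells carrying a ubiquitin(G76V)-GFP construct, imaged after 4 hr compound treatment at 37 °C across a 46 uM–2.9 nM series.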
A350 fluor = qHTS Assay for Spectroscopic Profiling in A350 Spectral Region; 59,000 tested, 11% active; Compound autofluorescence, 340/450 nm, Alexa 350 dye-equivalents; stronger effect = higher value; AID 590, 2007; max dye-equivalent concentration, M; in the data active means max dye-equivalent concentration above about 10 nM; inconclusive means mostly about 1.1 nM to 9.6 nM
Fluorescein fluor = qHTS Assay for Spectroscopic Profiling in Fluorescein Spectral Region; Compound autofluorescence, 480/540 nm, fluorescein-equivalent; stronger effect = higher value; max fluorescein-equivalent concentration, M; 59,000 tested, 0.91% active; AID 593, 2007; in the data active means max fluorescein-equivalent concentration above about 10 nM; inconclusive means between about 1.1 nM and that limit
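Fluorescein stocks ranging 3 mM down to 300 nM, plus DMSO blanks, were pinned alongside compounds to build a per-plate standard curve. Buffer: 100 mM Tris, pH 8.0. Incubation 15 min, room temperature; filters 480/540 nm.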
CRE-bla Fsk = Cell signaling CRE-BLA (Fsk stim). 71,000 tested, 2.5% active. Potency, µM (series often up to 38.2 µM), inactives show top-dose activity change, negative = inhibition, most hits filed as activators. CHO CRE-bla reporter (cAMP response element driving beta-lactamase), forskolin EC10, beta-lactamase ratio; active means well fitted activation curve with a large enough effect in the signal ratio, with a control signal flat, not every such curve was filed as active; inconclusive means small, poorly fitted or top-dose-only effect, or effect the other way, or a change in a side signal; the % refers to the signal ratio; further: potency means the concentration at half of the fitted maximal effect; % of control where 0% means no effect
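Forskolin analogue NKH 477 at EC10 stimulated CRE-driven beta-lactamase in CHO cells alongside compound dilution series. Beta-lactamase was measured with CCF4, excitation 405 nm, emission ratio 460/530 nm.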
Luciferase inh = qHTS Assay for Inhibitors of Firefly Luciferase; Luciferin 4-monooxygenase (Photinus pyralis), P08659; purified firefly luciferase, luminescence, 8 min; Potency, µM (doses to about 57.1 µM), inactives show at the highest dose activity change, negative = inhibition, actives largely listed as inhibitors; 72,000 tested, 2.2% active; AID 411, 2009; further: potency means the concentration at half of the fitted maximal effect; on the % scale 0 is the no-effect control and ±100 the full control effect; nearly all actives have a fitted effect of over 40% in size
Target sequence (P08659 whole entry, looked up): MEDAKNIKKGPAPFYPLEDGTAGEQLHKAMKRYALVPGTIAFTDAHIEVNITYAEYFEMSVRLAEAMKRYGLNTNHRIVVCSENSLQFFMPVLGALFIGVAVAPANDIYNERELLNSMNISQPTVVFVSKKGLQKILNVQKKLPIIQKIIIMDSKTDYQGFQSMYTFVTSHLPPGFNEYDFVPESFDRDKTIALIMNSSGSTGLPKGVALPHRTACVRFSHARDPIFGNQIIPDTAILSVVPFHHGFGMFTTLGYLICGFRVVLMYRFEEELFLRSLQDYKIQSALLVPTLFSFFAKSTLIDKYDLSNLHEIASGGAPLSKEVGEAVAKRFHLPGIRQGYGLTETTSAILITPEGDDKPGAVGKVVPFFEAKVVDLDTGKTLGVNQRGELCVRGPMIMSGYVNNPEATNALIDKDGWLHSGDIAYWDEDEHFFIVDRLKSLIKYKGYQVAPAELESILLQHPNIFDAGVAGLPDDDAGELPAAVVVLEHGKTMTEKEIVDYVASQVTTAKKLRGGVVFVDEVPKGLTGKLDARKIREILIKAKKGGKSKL
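Luminescence read-out after 8 min at room temperature; enzyme reaction used luciferin plus 10 uM ATP (linear range) in imidazole buffer pH 7.2 with KCl, MgCl2, Tween 20 and BSA. Each sample was run as a titration.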
HBB splicing = qHTS Assay for Modulators of Hemoglobin Beta Chain Splicing; HBB splicing reporter cell assay, activation; EGFP reporter with mutant IVS2-654 intron; response scale: normalised to 500 nM splice-correcting PNA; Potency, µM (top dose mostly 46.1 µM), inactives show at the top dose activation, actives largely listed as activators; 65,000 tested, 0.06% active; further: potency means the concentration at half of the fitted maximal effect; 0% is about no effect
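Compounds were applied for 2 days to HeLa EGFP-654 cells, 500/well in Optimem with 2% FCS. The reporter's EGFP is disrupted by mis-splicing of beta-globin intron IVS2-654. Readout: summed well GFP fluorescence from 488 nm laser scanning; reference was 500 nM antisense […] 654 PNA.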
Hsp90 Hop PPI = qHTS Assay for Disrupters of an Hsp90 Co-Chaperone Interaction; AlphaScreen TPR2A-His6 binding biotin-Hsp90 C-terminal peptide; AID 595, 2007; Hsp90 C-terminal peptide / TPR2A (Hop) interaction, human; 71,000 tested, 0.44% active; Potency, µM (top dose mostly 57 µM), for the others: at the top dose activity change, negative = inhibition; active means well fitted curve in either direction with a large enough effect; inconclusive means small, poorly fitted or top-dose-only effect, or another doubt; further: potency means the concentration at half of the fitted maximal effect; on the % scale 0 is the no-effect control and ±100 the full control effect; many of its hits are not listed in these tables
Active calls of the source: *; i = inactive; ? = inconclusive; . = not tested or not shown; & = joins results of further samples; [ ] = another dose, or the depositor's remark. Unless noted, the call rests on the fitted dose curve; in most records, active means well fitted curve in the direction sought with a large enough effect; inconclusive means small, poorly fitted or top-dose-only effect, or another doubt; inactive means no such curve, though single readings can be large; an effect the other way counts as inactive or inconclusive. This is a subset. The share of hits here may be higher or lower than overall.

no.	Structure	Fluorescein fluor	GFP derepression	CRE-bla Fsk	ERK AVP inh	Luciferase inh	A350 fluor	HBB splicing	4MU fluor	UbGFP stabilizer	Texas Red fluor	Hsp90 Hop PPI
1	Cc1cc(C)n2nc(C)[n+](C)c2n1	i	0%	-1%	-5%	1%	i	-0.3%	i	0%	i	-3%
2	Cc1ccc(N2C(=O)NC(=O)C3(Cc4ccccc4N4CCN(c5ccccc5)CC43)C2=O)cc1 (configuration not stated)	?	0%	-22%	-22%	-4%	i	0.0%[57.5 µM]	i	-5%	i	-12%
3	CC(C)[C@H]1C(=O)N2CCC[C@H]2[C@]2(O)O[C@](NC(=O)[C@@H]3C=C4c5cccc6[nH]cc(c56)C[C@H]4N(C)C3)(C(C)C)C(=O)N12	5.3e-08M*	-7%[20.6 µM]	.	.	-23%[25.5 µM]	5.5e-08M*	.	4.9e-08M*	.	i	.
4	CCCN1CC[C@@H]2c3cc(O)ccc3CC[C@H]21	?	0%	-3%	3%	0%	?	1.0%	?	8%	i	-7%
5	Nc1nc(N)c(N=Nc2ccc([As](=O)(O)O)c(O)c2)c(N)n1	?	-2%[9.22 µM]	4%[7.6 µM]	-5%[11.5 µM]	0%[11.4 µM]	?	3.6%[9.22 µM]	?	-8%[9.17 µM]	i	-5%[11 µM]
6	CCOC(=O)c1c(C)n(CCOC)c2ccc(O)cc12	i	-3%	?	-6%	0%	i	-1.0%	i	0%	?	-1%
7	Cc1ccc(CS(=O)(=O)CCC(=O)N2CCC3(CC2)OCCO3)cc1	i	4%	1%	11%	0%	i	-1.8%	i	-3%	i	-6%
8	O=C1C2CCCN2C(c2ccc(Cl)c(Cl)c2)N1c1ccccn1 (configuration not stated)	i	0%	?	-5%	1%	i	-1.5%	i	-15%	i	18%
9	CC(C)(C)c1cc(C=C(C#N)C#N)cc(C(C)(C)C)c1O	?	-1%	?	25%	0%	i	-1.2%	i	-5%	i	-18%
10	CCOC(=O)[C@@H]1[C@@H]2c3ccccc3-c3ccccc3[C@H]2C[C@H]1O	i	0%[9.22 µM]	0%[7.6 µM]	-4%[11.5 µM]	1%[11.4 µM]	i	0.0%[9.22 µM]	i	-1%[9.17 µM]	i	-4%[11 µM]
11	COc1cc(C=C(C#N)C#N)cc(O)c1O	2.5e-08M*	-1%	-1%	2%	0%	i	0.3%	i	0%	i	?
12	COc1cc(CCN)c(OC)c(OC)c1	?	7%[9.22 µM]	4%[7.6 µM]	6%[11.5 µM]	1%[11.4 µM]	i	4.5%[9.22 µM]	i	4%[9.17 µM]	i	1%[11 µM]
13	C[C@](N)(CCP(=O)(O)O)C(=O)O	.	0%	?	-11%	2%	.	.	.	-1%	.	0%
14	C[C@H]1CCCC(=O)CCCCCc2cc(O)cc(O)c2C(=O)O1	i	0%[20.6 µM]	16%	-5%	2%[25.5 µM]	i	0.1%[57.5 µM]	i	2%	i	-2%
15	CC(=O)c1ccccc1NC(=O)C1C2CCC(O2)C1C(=O)O (configuration not stated)	i	-3%	?	-3%	0%	i	1.2%	i	-5%	i	-3%
16	OC1(CN2CCOCC2)C2CC3CC(C2)CC1C3 (configuration not stated)	i	-5%	11%	-14%	2%	?	3.2%[0.369 µM]	i	.	i	-1%
17	CN(C)c1ccc(P(=S)(N(C)C)N(C)C)cc1	i	0%	15%	4%	-2%	i	0.1%	i	0%	i	0%
18	O=C(O)c1cccc([As]=[As]c2cccc(C(=O)O)c2)c1 (configuration not stated)	i	3%[9.22 µM]	1%[7.6 µM]	1%[11.5 µM]	-14%[11.4 µM]	i	2.6%[9.22 µM]	i	6%[9.17 µM]	i	-1%[11 µM]
19	O=c1[nH]c(=O)n(Cc2ccc(F)cc2)c(O)c1C=NCc1cccnc1	i	0%	7%	-28%	0%	?	0.5%[57.5 µM]	?	1%	i	-2%
20	Cn1c(O)c(C(=O)c2ccccc2Cl)c(=O)n(C)c1=O	i	-10%[20.6 µM]	.	.	1%[25.5 µM]	i	.	i	.	i	.
21	Nc1c(C(=O)Nc2ccc([As](=O)(O)O)cc2)cnc2nnnn12	?	-3%[9.22 µM]	-1%[7.6 µM]	4%[11.5 µM]	3%[11.4 µM]	i	2.1%[9.22 µM]	i	1%[9.17 µM]	i	-1%[11 µM]
22	CCCCn1c(O)c(C(C)=NCCCN(CC)CC)c(=O)[nH]c1=O	i	0%	0%	-7%	2%	?	0.2%[0.369 µM]	i	5%	i	-2%
23	CN=C(SCc1cc2c(cc1Cl)OCO2)c1c(O)n(C)c(=O)n(C)c1=O	i	0%	-5%	7%	0%	i	-0.3%[0.369 µM]	i	-3%	i	8%
24	CCNC(=O)[C@@H]1O[C@@H](n2cnc3c(N)ncnc32)[C@H](O)[C@H]1O	.	-3%	?	?	-2%	.	.	.	-1%	.	-3%
25	COc1cccc(-n2nc(C(=O)N3CCC4(CC3)OCCO4)c3ccccc3c2=O)c1	?	-2%	?	-8%	1%	?	4.7%[1.84 µM]	i	-11%	i	-5%
26	CN1C(=O)C(C2c3ccccc3C(=O)N2Cc2ccccc2)C(=O)N(C)C1=O (configuration not stated)	i	4%	-11%	?	4%	i	-1.0%	i	.	i	-15%
27	Cc1ccc2c(c1)CC1(CN2C)C(=O)NC(=O)N(c2ccc(C)c(C)c2)C1=O (configuration not stated)	i	5%	-8%	1%	0%	i	5.3%[0.369 µM]	i	-1%	i	-5%
28	N[C@]1(C(=O)O)CC[C@@H](C(=O)O)C1	?	1%	0%	.	-8%	i	1.0%	i	-2%	?	1%
29	C[N+]1(C)CCc2cc3c(cc2[C@@H]1[C@@H]1OC(=O)c2c1ccc1c2OCO1)OCO3	i	2%	1%	-1%	-5%	i	0.6%	i	2%	?	-1%
30	O=C(CN1C(=O)CN=C(c2ccccc2)c2ccccc21)NCc1ccco1	i	1%	?	22%	3%	i	-0.8%	i	-3%	i	-5%
31	O=C(c1ccco1)C12CN3CN(CN(C3)C1)C2	i	2%[20.6 µM]	.	.	-2%[25.5 µM]	i	.	i	.	i	.
32	O=C(Nc1cccc(F)c1)N1CCC2(CC1)CCN(C(=O)Oc1ccccc1)CC2	i	-2%[9.22 µM]	-8%	-6%	1%[11.4 µM]	i	0.4%	i	0%	i	0%
33	C[C@H](N)Cc1c[nH]c2ccc(O)cc12	i	-1%&3%	?	0%&13%	2%&-1%	i	0.9%	i	-1%&-3%	?	-3%&-1%
34	N=C(N)n1cc(/C=N\N=C(N)N)cn1	?	2%[9.22 µM]	-1%[7.6 µM]	56%[activator][11.5 µM]	4%[11.4 µM]	i	-1.6%[9.22 µM]	i	2%[9.17 µM]	i	-2%[11 µM]
35	CC(C)CN1CCC2(CC1)CCN(S(C)(=O)=O)CC2	i	9%[9.22 µM]	0%	4%	0%[11.4 µM]	i	-1.2%	i	7%	i	2%
36	C=CCn1c(O)c(C(C)=NCCCO)c(=O)[nH]c1=O	i	0%	-5%	-4%	3%	i	-2.8%[57.5 µM]	i	-5%	i	-2%
37	CN1[C@@H]2CC[C@H]1CC(O[C@@H](c1ccccc1)c1ccccc1N)C2 (some centres not stated)	?	2%	2%	-7%	1%	i	0.8%	i	-7%	i	-8%
38	c1cc(CN2CC3(CCNCC3)C2)ccn1	i	-5%[9.22 µM]	-6%	22%	1%[11.4 µM]	i	4.1%	i	-7%	i	0%
39	[O-][n+]1onc2c1CCC1N(O)CCC21O (configuration not stated)	i	3%	19%	-1%	0%	i	-1.0%	i	16%	?	1%
40	C[C@@]12CC(=O)[C@H]3[C@@H](CCC4=CC(=O)CC[C@]43C)[C@H]1CCC2=O	?	0%[20.6 µM]	-8%[17.1 µM]	-9%[25.7 µM]	0%[25.5 µM]	i	0.0%[20.6 µM]	i	-6%[20.5 µM]	i	1%[26 µM]
41	CC1(C)N(O)C2CCCCC2N1O (configuration not stated)	i	-2%	12%	-15%	2%	i	-0.8%[57.5 µM]	i	-1%	i	-4%
42	CCCOc1ccccc1C1SCC(=O)Nc2c1c(=O)[nH]n2C(C)CCC (configuration not stated)	i	0%	15%	2%	-4%	i	0.2%	i	0%	?	5%
